TRPM1 prom inh: inhibitors of MITF-dependent TRPM1 promoter reporter, primary screen, cell-based, SK-MEL-5, single point, luciferase | hit rate 0.83% among 330,000 | SK-MEL-5 TRPM1 promoter luciferase, 24 h | inhibition, % at 12.5 µM | AID 488899, 2010;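 active = mean inhibition across replicates of 60% or more, whatever share of single replicates reaches that level; inconclusive = some that reach 60%, reason not given; inactive = mean inhibition across replicates below 60%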; also: values of inactives mirror those of a sister screen read the other way
HIF-2a block: HIF-2a reporter inhibitors, primary screen, luminescence, 786-0 RCC cells | 786-0 RCC cells HIF-2a reporter, luciferase luminescence, overnight | inhibition, % at 18.8 µM | hit rate 0.72% among 360,000;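 active = inhibition of the luminescence signal of 40% or more relative to plate controls, in a single-dose primary screen at 18.75 µM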
Peg3 prom inh: Peg3 promoter-driven luciferase inhibitors, primary screen, cell-based, HeLa, luciferase luminescence | HeLa PEG-Prom luciferase reporter, overnight | inhibition, % at 20 µM | hit rate 1.7% among 360,000 | AID 588405, 2011;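 active = inhibition of at least 50% at 20 µM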
CaV13 ICDI inh: Disruptors of the CACNA1D IQ motif to Ca2+-dependent inactivation inhibitor domain association, primary screening, Förster resonance energy transfer in intact living …. hit rate 0.098% among 340,000. HEK cells, CFP/YFP FRET ICDI-IQ, plate reader, 10 min; percent FRET-ratio fall versus neutral wells. inhibition, % at 12.3 µM;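 active = mean replicate inhibition of at least 30% and at least 1% of replicates passing that level; inconclusive = only one of the two criteria is met; inactive = neither criterion is met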;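 also: 0% = median of the neutral control wells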
PDI inh: inhibitors of human PDI, primary screen, biochemical, turbidity, single point, plate reader; PDI insulin aggregation turbidity, A650, 90 min; inhibition, % at 10 µM; hit rate 0.052% among 350,000;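 active = mean inhibition across replicates of 30% or more, whatever share of single replicates reach that level; inconclusive = mean inhibition below 30% while every single replicate reaches 30%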;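 also: absorbance from insulin aggregation driven by PDI reduction with DTT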
Target sequence (P07237 whole entry, looked up): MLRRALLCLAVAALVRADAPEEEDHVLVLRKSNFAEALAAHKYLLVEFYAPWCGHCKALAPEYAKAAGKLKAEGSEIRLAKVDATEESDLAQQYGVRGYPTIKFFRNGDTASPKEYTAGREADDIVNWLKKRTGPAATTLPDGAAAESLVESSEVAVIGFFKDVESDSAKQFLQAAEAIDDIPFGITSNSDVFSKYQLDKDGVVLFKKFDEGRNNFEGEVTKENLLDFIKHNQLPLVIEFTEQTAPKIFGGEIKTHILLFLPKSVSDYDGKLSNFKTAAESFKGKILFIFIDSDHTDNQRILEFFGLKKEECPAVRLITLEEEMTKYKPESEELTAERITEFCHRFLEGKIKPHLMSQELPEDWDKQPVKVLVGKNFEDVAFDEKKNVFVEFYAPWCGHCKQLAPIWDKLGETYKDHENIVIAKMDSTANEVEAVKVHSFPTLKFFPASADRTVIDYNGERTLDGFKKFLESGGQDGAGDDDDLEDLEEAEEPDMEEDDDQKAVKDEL
aDG glyco up: activators of alpha-DG glycosylation, primary screen, uHTS, Pro5-aDG cells, AlphaScreen; alpha-DG glycosylation AlphaScreen (IIH6); 0% Pro5, 100% B10-LARGE cell signal; activation, % at 10 µM; hit rate 0.22% among 360,000; AID 624168, 2012;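 active = activation of at least 8% versus controls, or a plate z-score of at least 8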;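 also: Pro5 are CHO cells carrying HIG-tagged alpha-DG that lacks glycosylation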
hiPSC survival: enhancers of single-cell hiPSC survival, primary screen, ATPlite luminescence; AID 602274, 2012; 100% = ROCK inhibitor wells, 0% = DMSO; hit rate 0.044% among 360,000; survival enhancement, % at 20 µM; in the data active = survival enhancement above about 18%;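 also: cells exposed to compounds for 16 hours before the ATP read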
Vif inh: HIV Vif self-association inhibitors, primary screen, imaging, HEK293T, single point | HEK293T cells, Vif self-association by quenched fluorescence, 24 h | inhibition, % at 7.49 µM | hit rate 0.35% among 340,000; in the data active = inhibition above about 50%, passing the limit was not always enough; inconclusive = no clear call, values can overlap the other calls; inactive = below about 31%; also: some results filed as inactive read as strong as hits
Granule exo inh: LAMP-1 surface exposure blockers, TALL-104 cells – cell-based, flow cytometry, MLPCN library, primary screen; TALL-104 LAMP-1 surface exposure; cells stimulated with thapsigargin and PMA; inhibition, % at 10 µM; hit rate 0.66% among 360,000;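 active = inhibition above about 55%, limit read from the data; inconclusive = no clear call, values can overlap the other calls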
NR2E3 ag-1: NR2E3 agonists in two-hybrid cells, primary screen, cell-based, luminescence, CHO-S, Gal4-NCOR/VP16-NR2E3. Photoreceptor-specific nuclear receptor (Homo sapiens), Q9Y5X4. luciferase. hit rate 0.35% among 360,000. inhibition of corepressor binding, % at 3.98 µM. AID 602229, 2012;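 active = inhibition above the mean of all tested compounds plus 3 SD, cut at about 70% in these data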;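 also: 0% = DMSO with NR2E3 transfected cells and 100% = cells lacking NR2E3 construct; higher means lower luciferase signal from less NR2E3 corepressor binding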
Target sequence (Q9Y5X4 whole entry, looked up, the tested form may be a part): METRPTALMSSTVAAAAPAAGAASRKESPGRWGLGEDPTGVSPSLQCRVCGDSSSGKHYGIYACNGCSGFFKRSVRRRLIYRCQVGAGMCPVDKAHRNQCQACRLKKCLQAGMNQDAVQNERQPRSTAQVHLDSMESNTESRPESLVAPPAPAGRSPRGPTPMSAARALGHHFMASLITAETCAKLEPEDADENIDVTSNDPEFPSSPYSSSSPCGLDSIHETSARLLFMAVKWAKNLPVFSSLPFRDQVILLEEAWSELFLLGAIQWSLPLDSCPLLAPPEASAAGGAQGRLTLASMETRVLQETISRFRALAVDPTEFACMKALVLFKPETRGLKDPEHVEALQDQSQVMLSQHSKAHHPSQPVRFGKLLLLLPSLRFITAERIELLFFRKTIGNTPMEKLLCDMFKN
NR2E3 ag-2: inhibitors of NR2E3-RetCOR corepressor binding, primary screen, NR2E3 agonist project, biochemical, TR-FRET, GST-NR2E3, biotin-RetCOR. AID 2300, 2010. inhibition of corepressor binding, % at 4.78 µM. hit rate 0.12% among 320,000. 1536-well. Photoreceptor-specific nuclear receptor (Homo sapiens), Q9Y5X4;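 active = percent inhibition above the cutoff of mean plus 3 SD of all tested compounds, set per screening campaign, cut at about 20% in these data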;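 also: 0% = DMSO wells and 100% = biotin wells as full block of FRET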
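Assay system: NR2E3–RetCOR corepressor complex. Quantity: 1.35 nM GST-NR2E3. Buffer or medium: pH 7.5 Tris-based buffer. Reagent: biotinylated RetCOR corepressor at 7 nM final. Schedule: 5 h at 4 °C. Detection: TR-FRET, emission read at 617 and 671 nm. Replicates: one well per compound, singlicate testing.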
The depositor's hits bear a star; u = inconclusive; x = not tested or not shown.

SMILES	TRPM1 prom inh	HIF-2a block	Peg3 prom inh	CaV13 ICDI inh	PDI inh	aDG glyco up	hiPSC survival	Vif inh	Granule exo inh	NR2E3 ag-1	NR2E3 ag-2
N#CCCN(C(=S)Nc1ccc(Cl)c(Cl)c1)C1CCCCC1	x	-3	12	-6	9	-0.3	-1.3	-2	4	13	x
CCN(CC)c1nc(C)c(C(=S)Nc2cc([N+](=O)[O-])ccc2Cl)s1	-12	-18	9	-47	-6	0.1	0.0	1	-1	-19	3
CCC(c1nnnn1Cc1ccc(F)cc1)N1CCN(C2CCCCC2)CC1 (stereo unspecified)	-20	23	-1	-2	-3	-0.6	-2.2	4	u	1	-4
CCC(C)C(NC(=O)c1ccccc1)C(=O)N1CCN(C(=O)c2ccccc2)CC1 (stereo unspecified)	x	10	7	-5	-1	0.5	-1.8	-8	-5	12	x
Cc1ccccc1NC(=O)CN1C(=O)N/C(=C\c2ccccc2OCc2ccc(C(=O)O)cc2)C1=O	0	8	4	-19	-6	0.0	0.2	6	-2	-30	-3
O=C(NCCN1CCOCC1)/C(=C\c1ccc(Br)cc1)NC(=O)c1cccs1	2	6	16	-20	3	-0.3	0.2	8	-5	-15	-3
S=C(NCCc1c[nH]c2ccccc12)NC1CCCC1	11	13	4	-5	11	-0.2	15	1	-2	-6	2
COc1ccc(Cl)cc1N(C(=O)c1ccco1)C(C(=O)NC1CCCC1)c1ccco1 (stereo unspecified)	6	-1	9	-7	7	0.3	0.2	-1	64*	11	1
CNC(=O)c1cccc(NC(=O)c2cc(-c3ccccc3)nc3c2cnn3C(C)C)c1	23	6	59*	-2	-8	-0.4	-2.4	5	13	18	1
CS(=O)(=O)c1ccccc1C(=O)Nc1cc(Cl)ccc1-n1cncn1	4	4	-7	-4	-2	0.1	-0.3	19	0	-13	1
c1cn2cc(CSC3CCCCC3)nc2s1	-68	-189	-267	x	5	-0.1	-3.2	-33	7	-153	0
Cc1ccc(S(=O)(=O)N2CCN(C(=O)COC(=O)CSc3ccc(C)c(C)c3)CC2)c(C)c1	12	5	2	-7	6	0.0	-0.4	-8	-6	-20	x
O=C(CN1C(=O)c2ccccc2C1=O)Nc1cccc(Cl)c1	2	2	4	-20	9	0.1	-0.5	-3	3	1	6
O=C1c2cnc3nc(SCc4cccc(Cl)c4)nn3c2CC2c3ccccc3CCN12 (stereo unspecified)	9	-6	20	-3	-5	0.3	0.6	-7	1	-18	-2
S=C1NC[C@H](Cc2ccccc2)N1CCc1cccc2ccccc12	3	11	-5	-5	2	0.1	-2.1	-4	8	9	-1
Cc1ccc([N+](=O)[O-])cc1S(=O)(=O)N1CCCN(C)CC1	3	18	13	-4	2	0.0	0.3	x	1	-11	-1
Cc1n[nH]c(=S)n1Cc1ccccc1	-1	12	5	-3	2	0.0	0.1	-2	4	3	-3
CCOc1ccc(NS(=O)(=O)c2ccc(Cl)c(N=Nc3c(O)[nH]c(=S)[nH]c3=O)c2)cc1Br	x	-7	3	-5	7	-0.3	-0.4	2	-5	-18	x
CCCCN=C1NN=C(c2cc3ccccc3o2)CS1	-30	-191	-174	-5	-4	1.8	-1.0	-1	2	-57	-1
CC(OC(=O)CNC(=O)c1ccc(Br)cc1)C(=O)NC1CCCCC1C (stereo unspecified)	1	12	-7	-6	-13	0.3	0.3	-2	-4	-24	3
COc1cc(OC)cc(-c2c(C#Cc3ccsc3)c3cc(-c4ccc(OC)nc4)ccc3n2C)c1	5	6	0	-11	-10	-0.5	-2.1	5	-3	7	6
O=C(Nc1ccccc1C(F)(F)F)c1cc(-c2ccco2)on1	-59	-141	-175	-7	1	-0.1	0.2	8	-2	-33	6
CCN1CCN(S(=O)(=O)c2ccc(Cl)c(C(=O)NC3CCCCC3)c2)CC1	8	10	3	-2	1	0.9	-0.1	1	11	12	-1
O=C1c2ccccc2NC(c2cccc(O)c2)N1O (stereo unspecified)	-3	-104	-46	-2	3	0.0	-0.1	5	-4	-17	-1
CC(C)CCN1CCC(CN2C(=S)NC[C@@H]2Cc2ccccc2)CC1	-7	3	-14	-4	5	0.1	0.0	x	-5	-4	x
COc1ccc(-c2nc(Cn3c(SCc4cccc(F)c4)nc4ccncc43)c(C)o2)cc1OC	-4	-21	-19	-7	x	-0.2	-1.6	x	5	-1	7
CN(C)CCCNc1oc(-c2ccc(Cl)cc2)nc1S(=O)(=O)c1ccccc1	54	-1	-18	-5	-6	1.2	0.6	6	-2	1	x
O=C(Nc1ccc(Cl)cc1)Nc1nc(-c2ccccc2O)cs1	6	-48	22	3	-5	0.8	-0.3	2	-1	-10	-1
Cc1ccc(-c2nc(C#N)c(NCc3ccco3)o2)cc1	-67	-250	-247	-2	4	-0.6	-0.4	7	-14	-166	1
CCn1ncc(NC(=O)Nc2cccc(C(F)(F)F)c2)c1C(N)=O	-3	1	-5	-3	4	0.1	3.0	-4	4	-9	-1
O=C(CN1CCCCCC1)N/N=C/c1ccc(Cl)c(Cl)c1	-1	-67	-23	-18	4	0.0	-1.7	-6	-1	-9	-2
CCn1c(O)c(/C=C2\C=NN=C2c2ccc(C)cc2)sc1=S	0	10	13	-3	-1	-0.3	-1.9	4	-8	-26	-1
CCOC(=O)C1=NNC(=O)C1	-3	9	8	-5	-1	-0.1	-2.1	18	0	3	x
COc1cc(S(=O)(=O)Nc2cccc(C)c2)ccc1NC(=O)c1ccncc1	-1	15	25	-5	-5	-0.3	1.5	2	18	11	-4
O=C(Nc1nnc(C2=COCCO2)o1)c1ccc(Br)cc1	-4	7	7	-7	7	-0.4	-0.2	-3	-2	-23	2
O=C(COC(=O)/C=C/c1cccc([N+](=O)[O-])c1)Nc1cccnc1Cl	-3	4	11	-5	-4	0.1	-1.5	-1	1	-17	x
N#Cc1c(N2CCCC2)nsc1-c1ccccc1	-60	-237	-218	x	0	-0.1	-0.1	-9	-2	-33	7
CCN(CC)CCNC(=O)CCc1c(C)nc2c(c(C)nn2-c2ccc(C)cc2)c1C	2	28	73*	-3	-9	0.8	-0.9	-7	0	9	x
S=C(NCc1ccc2c(c1)OCO2)NCc1ccc2c(c1)OCO2	7	7	2	-6	4	0.0	0.2	x	-6	-4	-4
CCN(c1ccccc1)S(=O)(=O)c1ccc(Cl)c(NC(=O)COC(=O)c2cccc(OC)c2O)c1	-17	10	6	-5	7	0.2	0.4	-1	0	-6	-1
O=C(O)c1ccc(C(=O)c2cc([N+](=O)[O-])cc([N+](=O)[O-])c2)cc1	16	13	16	-6	7	0.1	-1.9	-2	5	-31	x
Cc1nc(NS(=O)(=O)c2ccccc2)sc1C(=O)NNS(=O)(=O)c1ccccc1	-9	10	4	-5	-7	0.2	-0.3	0	-6	-4	3
O=C1c2ccccc2C(=O)C1c1ccc2ccccc2n1	60	-25	53*	-4	-4	0.0	-4.7	-7	0	-95	-3
O=[N+]([O-])c1ccc(S(=O)(=O)Nc2nnc(C3CCCCC3)s2)cc1	-8	2	16	-3	-1	0.2	-0.2	-13	6	-8	1
COc1ccc(OC)cc1	2	16	18	x	x	-0.1	-2.2	5	-5	-14	x
O=C(COC(=O)c1ccc(Br)o1)Nc1ccc(F)cc1[N+](=O)[O-]	15	-10	3	-2	2	0.1	0.7	-2	-1	3	x
O=C(CCCCCn1c(=O)[nH]c2ccsc2c1=O)N1CCCCC1	-5	8	10	-5	-6	0.6	-2.6	8	-3	-7	0
Cc1ccccc1N=C(c1ccccc1)C1C(=O)c2ccccc2C1=O	x	-28	2	-9	x	0.0	0.2	-5	-9	-3	x
CC(C)c1cc(C(C)C)c(S(=O)(=O)NC(c2ccccn2)C23CC2C3)c(C(C)C)c1 (stereo unspecified)	x	9	x	-7	x	3.8	-0.7	x	-5	-1	x
COc1ccc(N(C(C)C(=O)N/N=C/c2cc(Br)c(C)o2)S(C)(=O)=O)cc1 (stereo unspecified)	11	9	2	-7	-7	-0.1	-2.3	15	-1	0	2

Other structures follow:
SMILES	TRPM1 prom inh	HIF-2a block	Peg3 prom inh	CaV13 ICDI inh	PDI inh	aDG glyco up	hiPSC survival	Vif inh	Granule exo inh	NR2E3 ag-1	NR2E3 ag-2
O=C(Nc1cc(S(=O)(=O)N2CCOCC2)ccc1N1CCOCC1)c1cc2c(s1)CCC2	33	8	24	-3	4	0.1	-0.3	-1	2	-1	-1
CS(=O)(=O)N1CCC(Oc2ccccc2C(=O)NC(C2CC2)C2CC2)CC1	-15	-52	-32	-6	-10	-0.1	-3.9	-8	-2	8	3
O=C(Cc1ccc(NC(=O)C2CCN(C(=O)C3CCCCC3)CC2)cc1)Nc1cccc(C(=O)N2CCCCC2)c1	-7	-2	-7	-5	7	-0.1	0.7	-12	-2	-7	x
CCCn1nnnc1NCc1ccccc1F	0	10	9	-21	11	0.2	-0.5	6	0	6	4
O=C(Cn1c2ccccc2c2nc3n(c(=O)c21)CCS3)Nc1ccccc1	-8	6	21	-2	-4	0.0	-0.3	-5	-3	-27	3
CC(Sc1cnc2ccccc2n1)C(=O)O (stereo unspecified)	-3	-6	16	-4	3	-0.2	-1.1	6	-5	-5	30*
COc1ccc(S(=O)(=O)N2CCCCCC2)cc1C(=O)N(CC(C)C)C1CCS(=O)(=O)C1 (stereo unspecified)	8	2	3	-7	1	0.1	-0.3	-10	12	-11	2
Cc1ccccc1C(=O)Nc1cc(C(F)(F)F)ccc1-n1cncn1	14	4	2	-2	14	-0.1	-0.2	3	3	1	3
O=C(COc1c(F)c(F)cc(F)c1F)NC(=O)NC1CCCC1	-12	-44	-12	-4	8	-0.1	-0.9	9	0	-13	-1
COCCCNC(=S)Nc1c(C)cc(C)cc1C	5	11	-8	-2	-7	0.0	-0.7	15	1	-2	1
Cc1ccc(N(C(=O)CNC(=O)c2ccco2)C(C(=O)NC2CCCCC2)c2ccncc2)cc1F (stereo unspecified)	7	-4	-16	-16	-2	0.1	-0.3	15	-8	-31	-1
O=C(CN1CCCc2ccccc21)NCCc1ccc(F)cc1	17	-2	8	8	0	-0.2	0.5	1	4	-6	0

Screens: PubChem BioAssay, several laboratories
